Source: PubChem BioAssay
USP2a block = qHTS Assay for Inhibitors of Ubiquitin-specific Protease USP2a Using CHOP2 as the Reporter | AID 463254, 2010 | Ubiquitin carboxyl-terminal hydrolase 2 (Homo sapiens), O75604 | Potency, µM (highest dose often 38.3 µM), inactives show top-dose activity change, negative = inhibition, actives largely listed as inhibitors | actives 0.01% (n = 330,000) | USP2 core, Ub-CHOP2 coupled fluorogenic reporter, 485/531;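 further: potency means the concentration at half of the fitted maximal effect; plate controls were DMSO wells for no effect and full inhibition by NEM control for full effect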
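Deubiquitinase activity read as fluorescence (485/531 nm) after Ub-CHOP2 cleavage activates the enterokinase reporter on its substrate; USP2 core 10nM, Ub-CHOP2 and substrate 25nM each, 30min compound preincubation then 60min RT; data normalized to NEM, curves fitted.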
Eya2 phos inh = qHTS Assay for Inhibitors of the Phosphatase Activity of Eya2; Protein phosphatase EYA2 (Homo sapiens), O00167; recombinant Eya2, OMFP fluorescence dephosphorylation (OMFP is methylfluorescein phosphate); Potency, µM (top dose mostly 76.9 µM), without a hit: at the highest dose activity, negative = inhibition, hits mostly inhibitors; actives 0.006% (n = 330,000); AID 488837, 2010; further: potency means the concentration at half of the fitted maximal effect; on the % scale 0 is the no-effect control and ±100 the full control effect
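Eya2 (0.2 uM) preincubated 10 min at ambient with compound, then OMFP substrate added at 50 uM; 10 min reaction in 50 mM HEPES pH 7.5, 50 mM NaCl, 5 uM MgCl2, 0.05% BSA, 1 mM DTT. Fluorescence read at Ex 485/Em 525 nm.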
Mito fusion yeast = qHTS Assay for Small Molecule Inhibitors of Mitochondrial Division or Activators of Mitochondrial Fusion | Potency, µM (titrated, usually from 46.1 µM), for inactives: at the top dose growth rescue (activation), most hits filed as activators | actives 0.23% (n = 320,000) | S. cerevisiae fusion-defective mutant growth rescue, CellTiterGlo 48 h | AID 485298, 2010;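 further: potency means the concentration at half of the fitted maximal effect; % of control where 0% means no effect; nearly all actives have a fitted effect of over 45% in size; temperature-sensitive fusion mutants such as fzo1-1 at 37 °C on non-fermentable ethanol glycerol medium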
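Yeast fusion mutant, YPEG (non-fermentable carbon), compound, 48 h at 37C non-permissive; CellTiterGlo added, 10 min RT, luminescence read. Rescued growth = division inhibition.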
TSHR antagonist = Antagonists of the Thyroid Stimulating Hormone Receptor: HTS campaign | AID 504810, 2011 | activity change, negative = inhibition, % at 11.5 µM | actives 0.2% (n = 330,000) | Thyrotropin receptor (Homo sapiens), P16473 | TSHR-expressing cells, TSH-stimulated cAMP HTRF, 2 h; stronger effect = lower value;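 active means activity change below a set negative limit, meaning inhibition stronger than a set level, cut at about -70% in these data; inconclusive means activity change between two set negative limits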; further: on the % scale 0 is the no-effect control and ±100 the full control effect
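Freshly harvested TSHR cells receive pin-tooled compound, then EC80 TSH at 4nM final. After 2 hours at 37 deg C, antibody in lysis buffer and cAMP-d2 are added; 30 minutes at ambient temperature precede the HTRF read.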
TRPV1 agonist = HTS Assay for Compounds that Act as Agonists of the Vanilloid Receptor 1; Transient receptor potential cation channel subfamily V member 1 (Homo sapiens), Q8NER1; TRPV1-expressing cells, Fluo-8 calcium influx, agonist mode; activation, % at 8.33 µM; actives 0.19% (n = 320,000); AID 540275, 2011; in the data active means activation above about 80%; inconclusive means between about 30% and that limit; further: 0% is about no effect
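TRPV1-expressing cells were cultured overnight at 35.5C and loaded with Fluo-8 calcium dye for 40 to 90 min at room temperature. After a 10 s baseline, compound was added and calcium influx was read kinetically for 3 min (ex 480/em 520 nm).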
ELG1 repair inh = qHTS screen for small molecules that inhibit ELG1-dependent DNA repair in human embryonic kidney (HEK293T) cells expressing luciferase-tagged ELG1; HEK293T ELG1-luciferase reporter, luminescence, 16 h; DNA damage induced by 5-fluorouridine; Potency, µM (top dose mostly 46.1 µM), for the others: at the highest dose activity change, negative = inhibition, hits mostly inhibitors; actives 2.3% (n = 330,000); further: potency means the concentration at half of the fitted maximal effect; on the % scale 0 is the no-effect control and ±100 the full control effect; nearly all actives have a fitted effect of over 55% in size
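HEK293T cells expressing luciferase-tagged ELG1 (2,000/well) received 5-Fluorouridine plus compound or DMSO for 16 hr at 37 °C. Luciferase was read by ONE-Glo luminescence after 30 min at room temperature.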
KCNH2 WT inh = qHTS for Inhibitors of KCHN2 3.1: Wildtype qHTS; activity change, % at 1.84 µM; actives 0.37% (n = 340,000); AID 720551, 2013; Voltage-gated inwardly rectifying potassium channel KCNH2 (Homo sapiens), Q12809; U2OS, BacMam KCNH2, thallium flux FluxOr; stronger effect = lower value;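 active means maximum activity change below -70%; inconclusive means maximum activity change between -70% and -50%; inactive means maximum activity change above -50%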; further: on the % scale 0 is the no-effect control and ±100 the full control effect
Target sequence (Q12809 whole entry, looked up): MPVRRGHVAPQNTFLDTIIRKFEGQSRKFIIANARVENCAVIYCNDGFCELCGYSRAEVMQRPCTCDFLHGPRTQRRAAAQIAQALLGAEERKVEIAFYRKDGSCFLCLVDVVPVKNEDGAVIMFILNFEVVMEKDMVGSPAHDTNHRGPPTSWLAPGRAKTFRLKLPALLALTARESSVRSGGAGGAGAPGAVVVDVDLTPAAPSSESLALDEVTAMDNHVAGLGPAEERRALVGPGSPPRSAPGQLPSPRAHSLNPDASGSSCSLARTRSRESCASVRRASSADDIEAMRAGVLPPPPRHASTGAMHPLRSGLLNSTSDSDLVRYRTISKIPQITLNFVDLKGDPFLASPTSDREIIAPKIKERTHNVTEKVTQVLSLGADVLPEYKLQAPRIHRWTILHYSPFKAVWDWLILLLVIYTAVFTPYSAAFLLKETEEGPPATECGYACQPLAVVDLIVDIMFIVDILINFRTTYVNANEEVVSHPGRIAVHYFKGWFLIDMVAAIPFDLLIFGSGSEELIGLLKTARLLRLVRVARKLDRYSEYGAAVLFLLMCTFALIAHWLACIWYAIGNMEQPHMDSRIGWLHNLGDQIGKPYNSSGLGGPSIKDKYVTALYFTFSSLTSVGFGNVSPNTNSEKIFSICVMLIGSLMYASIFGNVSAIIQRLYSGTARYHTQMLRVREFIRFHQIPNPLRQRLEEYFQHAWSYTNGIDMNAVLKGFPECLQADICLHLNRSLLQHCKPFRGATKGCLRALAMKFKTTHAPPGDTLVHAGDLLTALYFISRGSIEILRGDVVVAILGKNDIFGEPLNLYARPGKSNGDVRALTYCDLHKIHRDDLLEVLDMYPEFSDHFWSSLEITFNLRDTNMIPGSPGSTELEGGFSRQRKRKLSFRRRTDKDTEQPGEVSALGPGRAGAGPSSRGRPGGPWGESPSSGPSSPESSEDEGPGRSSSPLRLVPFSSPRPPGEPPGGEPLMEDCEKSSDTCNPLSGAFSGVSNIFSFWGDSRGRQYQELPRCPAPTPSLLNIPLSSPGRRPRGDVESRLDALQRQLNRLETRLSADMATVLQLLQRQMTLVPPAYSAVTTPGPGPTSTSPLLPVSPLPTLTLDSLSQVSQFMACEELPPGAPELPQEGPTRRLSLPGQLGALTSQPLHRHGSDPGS
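U2OS cells transduced with wild-type KCNH2 virus are loaded with FluxOr dye for 45 min, and thallium flux is measured in kinetic reads before and after stimulation buffer. Rate constants are normalized to DMSO controls.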
TCR act = Activators of T cell receptors: qHTS campaign. Potency, µM (top dose mostly 9.22 µM), inactives show at the highest dose activation of IL-2 secretion, hits mostly activators. primary human leukocytes, anti-CD3, IL-2 HTRF, 48 h. 330,000 tested, under 10 active; further: % of control where 0% means no effect
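IL-2 produced over 48 hr by a-CD3 bead-stimulated primary human leukocytes exposed to compounds was detected with a homogeneous time-resolved FRET immunoassay, 665nm acceptor signal after 320nm excitation.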
KCNH2 3.1 block = qHTS for Inhibitors of KCHN2 3.1: Mutant qHTS; actives 0.95% (n = 340,000); AID 720553, 2013; Potassium voltage-gated channel subfamily H member 2, brain isoform KCNH2 3.1 (human); U2OS KCNH2 3.1, thallium flux FluxOr; stronger effect = lower value; activity change, % (tested at about 1.8 µM);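 active means maximum activity change below -70%; inconclusive means maximum activity change from -70% to -50%; inactive means maximum activity change above -50%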;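 further: thallium influx rate constant from kinetic fluorescence after stimulation buffer; on the % scale 0 is the no-effect control and ±100 the full control effect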
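Measured as rate of thallium-driven FluxOr signal in transduced U2OS cells carrying the 3.1 channel, read kinetically for 2 min upon stimulation; values are rate constants scaled to DMSO control wells.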
AT treatment = qHTS Assay for Identifying a Potential Treatment of Ataxia-Telangiectasia; Potency, µM (titrated, usually from 57.5 µM), for inactives: at the highest dose activation, actives largely listed as activators; […] A-T fibroblasts, KAP-1 phosphorylation AlphaLISA; neocarzinostatin DNA damage 30 min before lysis; actives 0.19% (n = 320,000); further: potency means the concentration at half of the fitted maximal effect; % of control where 0% means no effect; nearly all actives have a fitted effect of over 45% in size
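ATM-like activity read as KAP-1 phosphorylation via AlphaLISA donor/acceptor antibody pairs after lysis and 6 hr at 25C. Cells were ATM-null patient fibroblasts ([…], hTERT), dosed 60 min, then exposed to the DSB inducer NCS for 30 min.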
Active calls of the source: *; [ ] = dose if it differs, or a comment. Unless noted, the call rests on the fitted dose curve; in most records, active means well fitted curve in the direction sought with a large enough effect; inconclusive means small, poorly fitted or top-dose-only effect, or another doubt; inactive means no such curve, though single readings can be large; an effect the other way counts as inactive or inconclusive.

How did Cc1cccc(Cn2cnc3c(NS(C)(=O)=O)c(C)c(C)cc32)c1 do in these assays?
USP2a block: 4%; Eya2 phos inh: 11%; Mito fusion yeast: -2%; TSHR antagonist: -7; TRPV1 agonist: -3; ELG1 repair inh: 0%; KCNH2 WT inh: -6; TCR act: 2%; KCNH2 3.1 block: 6; AT treatment: 2%

Results for O=C(COc1ccc(Br)cc1Cl)NC(=O)NC1CCCC1 ?
USP2a block: -8%; Eya2 phos inh: -19%; Mito fusion yeast: 9%; TSHR antagonist: -9; TRPV1 agonist: -2; ELG1 repair inh: inconclusive; KCNH2 WT inh: 0; KCNH2 3.1 block: -16; AT treatment: -3%

What do the screens show for `Cc1ccccc1NC(=O)Nc1nnc(Cc2ccc([N+](=O)[O-])cc2)s1`?
USP2a block: 0%; Eya2 phos inh: -4%; Mito fusion yeast: -8%; TSHR antagonist: -13; TRPV1 agonist: 1; ELG1 repair inh: inconclusive; KCNH2 WT inh: -9; TCR act: -4%[46.1 µM]; KCNH2 3.1 block: 6; AT treatment: -1%

Results for COC(=O)c1cn(CC(=O)Nc2ccccc2C)c2ccccc12 ?
USP2a block: 0%; Eya2 phos inh: 8%; Mito fusion yeast: 2%; TSHR antagonist: -4; TRPV1 agonist: -1; ELG1 repair inh: -7%; KCNH2 WT inh: -5; TCR act: 0%; KCNH2 3.1 block: -13; AT treatment: -6%

What do the screens show for `Cc1cccc(NC(=O)CSc2nnnn2C)n1`?
USP2a block: 0%; Eya2 phos inh: 9%; Mito fusion yeast: -2%; TSHR antagonist: -1; TRPV1 agonist: -1; ELG1 repair inh: 0%; KCNH2 WT inh: -1; TCR act: 0%; AT treatment: 4%

How did CCOC(=O)C1C(=O)CC(C)(O)C(C(=O)OCC)C1c1ccccc1OC (configuration not stated) do in these assays?
USP2a block: -2%; Eya2 phos inh: 9%; Mito fusion yeast: -5%; TSHR antagonist: -1; TRPV1 agonist: 3; ELG1 repair inh: 0%; KCNH2 WT inh: -6; KCNH2 3.1 block: 8; AT treatment: 5%

What do the screens show for `O=C(c1ccc(F)cc1)N1CCCC(C(=O)N2CCN(c3ccccc3)CC2)C1` (configuration not stated)?
USP2a block: 0%; Eya2 phos inh: 11%; Mito fusion yeast: 1%; TSHR antagonist: 1; TRPV1 agonist: 1; ELG1 repair inh: -1%; KCNH2 WT inh: 1; TCR act: -1%; KCNH2 3.1 block: 1; AT treatment: -15%

What do the screens show for `Cc1nc(NC2=NCN(Cc3ccc4c(c3)OCO4)CN2)nc2ccccc12`?
USP2a block: -5%; Eya2 phos inh: -3%; Mito fusion yeast: -1%; TSHR antagonist: -5; TRPV1 agonist: 4; ELG1 repair inh: 1%; AT treatment: -10%

How did CC1Cc2ccccc2N1CC(=O)N(C)c1c(N)n(Cc2ccccc2)c(=O)[nH]c1=O (configuration not stated) do in these assays?
USP2a block: -1%; Eya2 phos inh: 4%; Mito fusion yeast: -2%; TSHR antagonist: 0; TRPV1 agonist: 2; ELG1 repair inh: 1%; KCNH2 WT inh: 0; TCR act: 15%; KCNH2 3.1 block: -27; AT treatment: 0%

How did CCCCC(CC)CNC(=O)c1cccs1 (configuration not stated) do in these assays?
USP2a block: -7%; Eya2 phos inh: -17%; Mito fusion yeast: 4%; TSHR antagonist: 17; TRPV1 agonist: 3; ELG1 repair inh: inconclusive; KCNH2 WT inh: -18; TCR act: 0%; KCNH2 3.1 block: -6

What do the screens show for `CCOc1ccc(OCCOC(=O)CN2C(=O)NC3(CCCC3)C2=O)cc1`?
USP2a block: 1%; Eya2 phos inh: 4%; Mito fusion yeast: -5%; TSHR antagonist: -7; TRPV1 agonist: -2; ELG1 repair inh: 6%; KCNH2 WT inh: 0; TCR act: -2%; KCNH2 3.1 block: 1; AT treatment: 2%

Results for COc1ccc(N2C(=O)C(C)C(Cc3ccc(C)cc3)C2=O)cc1 (configuration not stated) ?
USP2a block: -1%; Eya2 phos inh: 0%; Mito fusion yeast: 2%; TSHR antagonist: -11; TRPV1 agonist: 4; ELG1 repair inh: 19%; KCNH2 WT inh: -7; KCNH2 3.1 block: -12; AT treatment: -3%

How did CC1(C)NC(=O)N(CC(=O)Nc2cc(C(F)(F)F)cc(C(F)(F)F)c2)C1=O do in these assays?
USP2a block: 0%; Eya2 phos inh: -5%; Mito fusion yeast: 0%; TSHR antagonist: -2; TRPV1 agonist: -9; ELG1 repair inh: 4%; KCNH2 WT inh: -5; TCR act: -2%; KCNH2 3.1 block: -5; AT treatment: -10%

What do the screens show for `O=C(Nc1ccn(-c2ccccc2)n1)c1ccccc1Br`?
USP2a block: 4%; Eya2 phos inh: 6%; Mito fusion yeast: 0%; TSHR antagonist: -1; TRPV1 agonist: 12; ELG1 repair inh: inconclusive; TCR act: 1%[46.1 µM]; KCNH2 3.1 block: 21; AT treatment: -5%

Results for O=C(COc1ccccc1-c1ccccc1)c1ccccc1 ?
USP2a block: -4%; Eya2 phos inh: -7%; Mito fusion yeast: 24%; TSHR antagonist: -3; TRPV1 agonist: 13; ELG1 repair inh: -9%; KCNH2 WT inh: 8; TCR act: -1%[46.1 µM]; KCNH2 3.1 block: -1; AT treatment: 15%

What do the screens show for `CCOC(=O)n1c(=O)n(Cc2ccc(Cl)c(Cl)c2)c2ccccc21`?
USP2a block: -3%; Eya2 phos inh: 3%; Mito fusion yeast: 20%; TSHR antagonist: -7; TRPV1 agonist: 8; ELG1 repair inh: -5%; KCNH2 WT inh: -10; TCR act: 10%; KCNH2 3.1 block: 4; AT treatment: -2%

How did O=C(c1cc(-c2ccco2)nc2ccccc12)N1CCCC(C(F)(F)F)C1 (configuration not stated) do in these assays?
USP2a block: -2%; Eya2 phos inh: 17%; Mito fusion yeast: 11%; TSHR antagonist: 179; TRPV1 agonist: 8; ELG1 repair inh: 4%; KCNH2 WT inh: -5; TCR act: 9%; KCNH2 3.1 block: -11; AT treatment: 7%

What do the screens show for `O=C(CN1C(=O)c2ccccc2S1(=O)=O)Nc1ccc(S(=O)(=O)N2CCCCCC2)cc1`?
USP2a block: 0%; Eya2 phos inh: -2%; Mito fusion yeast: -6%; TSHR antagonist: -1; TRPV1 agonist: 2; ELG1 repair inh: 5%; KCNH2 WT inh: -7; TCR act: 0%; KCNH2 3.1 block: inconclusive; AT treatment: -5%

How did Cc1ccc(-c2c(CC(=O)O)c(C)nc3sc4c(c23)CCCC4)cc1 do in these assays?
USP2a block: 0%; Eya2 phos inh: 3%; Mito fusion yeast: 7%; TSHR antagonist: -15; TRPV1 agonist: -2; ELG1 repair inh: 1%; KCNH2 WT inh: -3; TCR act: 4%; KCNH2 3.1 block: 9; AT treatment: -23%

Results for O=C(c1cnn(C(=O)c2ccccc2F)c1)c1ccccc1O ?
USP2a block: -1%; Eya2 phos inh: 2%; Mito fusion yeast: -11%; TSHR antagonist: -2; TRPV1 agonist: 4; ELG1 repair inh: 13%; KCNH2 WT inh: 53; TCR act: 5%; KCNH2 3.1 block: 1; AT treatment: 0%

What do the screens show for `CCCCn1c(N)c(N(CC(C)C)C(=O)C2CC(=O)N(CCc3ccccc3)C2)c(=O)[nH]c1=O` (configuration not stated)?
USP2a block: 1%; Eya2 phos inh: 5%; Mito fusion yeast: -2%; TSHR antagonist: -2; TRPV1 agonist: -1; ELG1 repair inh: 0%; KCNH2 WT inh: -5; TCR act: -3%; AT treatment: 12%

Results for CC1CCC2C(C1)OS(=O)(=O)NC2(C)C (configuration not stated) ?
USP2a block: 2%; Eya2 phos inh: 2%; Mito fusion yeast: -1%; TSHR antagonist: 6; TRPV1 agonist: -2; ELG1 repair inh: 3%; AT treatment: 9%

What do the screens show for `Cc1nn(CCC(=O)NNC(=S)Nc2ccc(F)cc2)c(C)c1[N+](=O)[O-]`?
USP2a block: 2%; Eya2 phos inh: -1%; Mito fusion yeast: -2%; TSHR antagonist: 8; TRPV1 agonist: -3; ELG1 repair inh: 8%; KCNH2 WT inh: -12; TCR act: 6%[46.1 µM]; KCNH2 3.1 block: 6; AT treatment: -2%

Only part of the results is shown; count on the stated rates, not on these rows.
